Screens from PubChem.
DAX1 inh-1 – inhibitors of human orphan nuclear receptor DAX1 (NR0B1); AID 504766; hit rate 0.99% among 340,000; P51843; inhibition, % at 6.75 µM; HEK293 Gal4-DAX1 luciferase reporter, luminescence;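 active = inhibition above the mean over all tested compounds plus 3 SD, cut at about 4.2% in these data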;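 note: 0% = DAX1-transfected cells with DMSO and 100% = empty-vector control cells with DMSO; inhibition shows as a rise in luminescence from relieved DAX1 repression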
PG9 Ab binder – small molecules binding HIV-1 gp120 antibody PG9. TR-FRET gp120-PG9 antibody binding. inhibition, % at 6.7 µM. hit rate 0.43% among 360,000. AID 624416; in the data active = inhibition above about 8.5%
DAX1 inh-2 – DAX1 (NR0B1) inhibition, primary screen. HEK293T StAR-luciferase reporter, SF-1/DAX-1 repression relief. inhibition, % at 6.8 µM. hit rate 1.1% among 370,000. AID 652010;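 active = inhibition above the mean over all tested compounds plus 3 SD, cut at about 3.6% in these data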;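 note: 0% = DAX-1 cells with DMSO and 100% = cells lacking DAX-1 with DMSO; higher inhibition means more luminescence from relief of DAX-1 repression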
PLC-beta3 inh – inhibitors of human phospholipase C beta3. Q01970. inhibition, % at 12.2 µM. Purified PLC-beta3, fluorogenic substrate, fluorescence. hit rate 0.18% among 370,000; in the data active = inhibition above about 11%;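 note: 0% = median of compound wells on plate and 100% = full blocker control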
SMARCA2 activ – increases SMARCA2 function in MMTV reporter cells; activation, % at 9.1 µM; hit rate 1% among 370,000; AID 652017; MG213 cells, MMTV-luciferase reporter, dexamethasone, overnight; in the data active = activation above about 7.8%;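 note: 0% = vehicle wells and 100% = reference activator wells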
GAA850 FXN act – frataxin GAA850 promoter activation | HEK293 lucGAA850 FXN promoter luciferase reporter, 24 h; percent of 10 µM SAHA response | activation, % at 6 µM | hit rate 0.56% among 360,000 | AID 540364;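 active = activation above the average of all compounds screened plus 3 SD, cutoff fixed separately per campaign, cut at about 7.5% in these data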;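 note: 0% = DMSO wells and 100% = 10 µM SAHA wells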
hcDAF12 agonist – activators of H. contortus DAF-12 nuclear receptor. HEK293 hcDAF-12 lit1-tk-luc reporter, luminescence; 0% DMSO, 100% Δ7-dafachronic acid. activation, % at 6.8 µM. hit rate 1.4% among 370,000. AID 652067;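 active = activation above the mean of all tested compounds plus 3 SD, cut at about 5.5% in these data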;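 note: 100% = response to 3 µM Δ7-dafachronic acid high control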
ssDAF-12 act – activators of S. stercoralis DAF-12 nuclear receptor; HEK293 ssDAF-12/GRIP1 lit1-tk-luc reporter, luminescence; % of 3 µM dafachronic acid response; activation, % at 6.8 µM; hit rate 1% among 370,000; AID 652126;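 active = activation above the mean over all tested compounds plus 3 SD, cut at about 0.9% in these data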;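 note: 0% = DMSO-only wells and 100% = 3 µM delta7-dafachronic acid wells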
HGIII-sPLA2 inh – Inhibits HGIII-sPLA2 liposome hydrolysis, primary screen; hit rate 0.56% among 370,000; inhibition, % at 12.2 µM; AID 743126; Q9NZ20; QFRET BODIPY PC-A2 liposome hydrolysis, fluorescence;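 active = inhibition above mean plus 3 SD of compounds lying within the high and low control bounds, cut at about 19% in these data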;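 note: 0% = median of test compound wells and 100% = no enzyme DMSO wells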
Target sequence (Q9NZ20 whole entry, looked up): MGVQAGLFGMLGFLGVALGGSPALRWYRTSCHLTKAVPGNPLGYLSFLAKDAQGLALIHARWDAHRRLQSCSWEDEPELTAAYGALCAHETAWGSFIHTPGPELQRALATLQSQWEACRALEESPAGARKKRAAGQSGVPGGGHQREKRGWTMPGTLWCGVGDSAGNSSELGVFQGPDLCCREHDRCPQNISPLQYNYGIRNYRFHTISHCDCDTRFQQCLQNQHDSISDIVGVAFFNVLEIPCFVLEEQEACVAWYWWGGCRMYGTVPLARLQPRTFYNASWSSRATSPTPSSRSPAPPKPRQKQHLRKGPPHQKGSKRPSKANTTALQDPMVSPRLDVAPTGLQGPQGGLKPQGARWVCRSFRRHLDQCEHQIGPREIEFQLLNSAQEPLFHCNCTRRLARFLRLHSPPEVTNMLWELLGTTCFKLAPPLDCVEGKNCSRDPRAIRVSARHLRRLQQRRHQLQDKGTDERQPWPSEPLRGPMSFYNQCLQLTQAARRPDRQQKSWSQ
Rev-erbA mod – modulators of human Rev-erb alpha DNA binding. activity, % at 10 µM. hit rate 0.79% among 370,000. P20393. AID 1259318. Rev-erbα–FITC-DNA binding, fluorescence polarization, 90 min;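 active = activity above about 14%, limit read from the data; passing the limit was not always enough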;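 note: 0% = DMSO wells with 35 nM protein and 100% = DMSO wells with 750 nM protein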
Target sequence (P20393 whole entry, looked up): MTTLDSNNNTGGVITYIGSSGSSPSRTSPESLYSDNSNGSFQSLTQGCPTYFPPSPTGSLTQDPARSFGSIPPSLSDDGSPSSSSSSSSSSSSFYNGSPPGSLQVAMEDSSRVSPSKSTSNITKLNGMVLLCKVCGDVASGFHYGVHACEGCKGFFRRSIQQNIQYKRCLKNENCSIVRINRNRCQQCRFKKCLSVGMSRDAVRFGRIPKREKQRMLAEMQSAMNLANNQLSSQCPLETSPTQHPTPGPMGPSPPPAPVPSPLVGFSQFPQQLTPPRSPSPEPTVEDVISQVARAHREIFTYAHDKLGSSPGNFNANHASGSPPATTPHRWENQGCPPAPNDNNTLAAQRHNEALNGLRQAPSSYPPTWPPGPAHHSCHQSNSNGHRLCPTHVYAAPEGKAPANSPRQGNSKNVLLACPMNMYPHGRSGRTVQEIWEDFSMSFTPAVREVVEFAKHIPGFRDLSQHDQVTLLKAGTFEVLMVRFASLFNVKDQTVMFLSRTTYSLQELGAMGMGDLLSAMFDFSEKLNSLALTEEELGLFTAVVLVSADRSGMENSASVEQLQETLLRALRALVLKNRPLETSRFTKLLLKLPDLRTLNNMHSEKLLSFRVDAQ
hgDAF-12 ag – hgDAF-12 agonism, primary luciferase screen. HEK293 GAL4-hgDAF12 UAS-luciferase reporter, agonist luminescence; normalized to butyrate control. activation, % at 6.8 µM. hit rate 1.8% among 370,000. AID 687014;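 active = activation above a cutoff set at the mean of all screened compounds plus 3 SD, cut at about 10% in these data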;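 note: 0% = DMSO wells and 100% = sodium butyrate wells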
An asterisk follows results filed as active; · = not tested or not shown. No enrichment for hits. About 7% of those tested had a hit in this group.

SMILES | DAX1 inh-1 | PG9 Ab binder | DAX1 inh-2 | PLC-beta3 inh | SMARCA2 activ | GAA850 FXN act | hcDAF12 agonist | ssDAF-12 act | HGIII-sPLA2 inh | Rev-erbA mod | hgDAF-12 ag
CCOC(=O)C1=C(C)N(C)C(=O)NC1c1ccc(C)s1 (centres undefined) | -0.2 | -0.2 | -0.3 | 1 | -2 | 3.7 | -1.1 | -0.6 | -1 | -1 | -3.2
O=c1cc(CSc2nnc(COc3ccccc3Cl)o2)nc2sccn12 | -0.3 | 0.1 | 0.3 | -5 | -3 | 0.1 | -1.2 | -1.2 | 14 | -6 | 1.1
Brc1cccc2sc(N3CCCC3)nc12 | 1.4 | 2.6 | 1.1 | -1 | -3 | 3.5 | 2.6 | 0.5 | 8 | -6 | 11*
O=c1[nH][nH]c(-c2ccccc2)c1C=Nc1ccccc1 | 0.3 | -1.4 | -0.5 | 3 | 1 | 0.2 | 0.3 | -1.2 | -20 | 3 | -0.4
Cc1ccccc1NC(=S)NNC(=O)c1cccnc1 | 0.2 | 2.4 | -0.1 | 0 | 6 | 0.4 | -1.1 | -0.6 | 13 | 0 | 0.5
CC(=O)C(Sc1ncnc2sc3c(c12)CCCC3)C(C)=O | 0.2 | 0.4 | -0.6 | -4 | -3 | 2.3 | -2.2 | -1.0 | -26 | -3 | 0.5
CCC1(C)Cc2c(sc3c2c(=O)n(C)c2nnc(SCCc4ccccc4)n32)CO1 (centres undefined) | 0.1 | 0.6 | -0.4 | 6 | -1 | -1.3 | 0.3 | -1.4 | 6 | 2 | -1.1
COc1ccc(CCNC(=O)CC2Nc3ccccc3NC2=O)cc1 (centres undefined) | -0.9 | -2.0 | 0.9 | -50 | 1 | 0.0 | 0.2 | 0.0 | -2 | -5 | -0.6
Nc1nc2c(-c3ccc(Br)cc3)nnn2c2ccccc12 | 4.1 | 11* | 1.2 | -128 | 4 | 5.6 | 7.7* | 1.0* | 17 | 5 | 11*
C=CCNc1cccc2c1S(=O)(=O)N[C@@H](Cc1ccccc1)CO2 | · | -3.1 | -1.5 | 1 | -3 | · | 1.1 | -1.6 | 2 | -2 | 1.7
O=C(CSc1n[nH]c(-c2cc(Cl)ccc2Cl)n1)NCCN1C(=O)CSC1=O | -0.2 | 1.1 | -0.3 | 0 | -1 | 1.4 | -1.0 | -0.8 | -12 | 3 | -1.6
CC(NC(=O)COC(=O)/C=C/c1ccc(Cl)cc1)c1ccccc1 (centres undefined) | 0.9 | -2.2 | 0.1 | 0 | 4 | 2.4 | -0.9 | 0.3 | 3 | 4 | -0.6
N#CCSc1ncnc2c1cnn2CCO | -0.2 | 3.4 | -0.4 | -2 | 0 | -1.4 | 1.9 | -0.9 | 2 | -2 | 5.4
CC(C)c1ccc(-c2csc(NC(=O)c3cccs3)c2C(=O)O)cc1 | -1.3 | -0.2 | -1.1 | -233 | -3 | -1.5 | -0.4 | -1.2 | -17 | -9 | -5.2
Cc1noc(C)c1CSCC(=O)NCCN1C(=O)S/C(=C\c2ccccc2F)C1=O | -1.3 | 0.5 | -1.8 | -5 | 2 | 1.6 | -2.2 | -0.9 | -8 | 2 | -0.1
CCC(CC)C(=O)Nc1cc(C(=O)OC)cc(C(=O)OC)c1 | 0.3 | 0.2 | 0.2 | 8 | -4 | -0.6 | 0.1 | -1.4 | -3 | 2 | -0.6
COc1cc(NC(=O)Cn2cnc3c(NCc4ccccc4)ncnc32)cc(OC)c1OC | -0.9 | -0.2 | 3.3 | 6 | -3 | 0.0 | 0.5 | -1.0 | 7 | -5 | -0.9
Cc1cccc(C)c1NC(=O)CNC(=O)C(C)NC(C)c1ccccc1Br (centres undefined) | 0.5 | -0.1 | -0.4 | -4 | -1 | -0.7 | -0.1 | -1.7 | 2 | 0 | -3.9
CCc1ccc(N2C(=O)c3ccc4c5c(ccc(c35)C2=O)CC4)cc1 | 1.7 | -0.5 | 0.5 | -15 | 0 | 0.6 | -0.2 | -1.2 | 0 | -19 | 0.5
O=C(Nc1c2c(nc3ccccc13)CCCC2)c1cccc([N+](=O)[O-])c1 | -0.7 | 0.2 | -0.2 | -1 | -2 | 0.7 | 0.6 | -0.8 | 0 | -3 | 3.3
CC1CCCC(NC(=O)CSc2n[nH]c(=O)n2Cc2ccccc2)C1C (centres undefined) | · | -0.9 | -0.2 | 2 | 1 | -0.5 | 1.5 | -1.0 | -5 | 7 | -2.5
COc1ccc(C)cc1S(=O)(=O)Nc1cccc(-c2cn3cccnc3n2)c1 | -0.6 | 0.4 | 0.1 | -365 | 1 | 3.5 | -1.0 | -0.8 | -11 | 3 | -1.5
COc1ccc(N2CCN(C(=O)CCNS(=O)(=O)c3cccs3)CC2)cc1 | 1.1 | -1.2 | 0.1 | 1 | -1 | -1.1 | -2.5 | -0.8 | 2 | 1 | 0.9
C[C@H]1CC[C@@]2(O[C@@H](CCO)C[C@H](O)[C@H]2O)O1 | -0.3 | 0.0 | 0.0 | 7 | -1 | -0.6 | -1.6 | -1.2 | 4 | 3 | 2.6
NS(=O)(=O)c1ccc(CCNc2ncnc3c2c(-c2ccccc2)cn3-c2ccc(F)cc2)cc1 | 0.7 | 0.8 | -0.5 | 1 | -1 | 0.9 | -0.9 | -1.0 | -18 | -2 | -2.1

Continued:
SMILES | DAX1 inh-1 | PG9 Ab binder | DAX1 inh-2 | PLC-beta3 inh | SMARCA2 activ | GAA850 FXN act | hcDAF12 agonist | ssDAF-12 act | HGIII-sPLA2 inh | Rev-erbA mod | hgDAF-12 ag
O=C(NC(=S)Nc1ccc(CN2CCCCC2)cc1)c1cc2ccccc2o1 | 3.9 | -1.5 | 0.7 | -4 | -3 | -0.2 | 0.5 | -1.2 | -2 | 4 | 1.3
CC(Sc1nnnn1C1CCCC1)C(=O)Nc1cccc(S(=O)(=O)N2CCOCC2)c1 (centres undefined) | -0.1 | 0.6 | -1.8 | -7 | -4 | 2.0 | -1.2 | -1.6 | -11 | -9 | 0.8
Cc1nnc2sc(-c3cccc(F)c3)nn2c1=O | 0.7 | 0.4 | -0.1 | -7 | 2 | -1.6 | -1.7 | -1.4 | -3 | 1 | -0.5
CCCCn1c(CCNC(=O)CC)nc2ccccc21 | -0.6 | -2.1 | -0.7 | -2 | 3 | -0.1 | -0.9 | -1.2 | 2 | -1 | -0.4
S=C(NC1CCCCC1)N1CCN(C/C=C/c2ccccc2)CC1 | -0.9 | -2.9 | -1.4 | 8 | -3 | 0.7 | -1.3 | -1.6 | -1 | 8 | -2.9
COC(=O)CCc1c(C)c(C#N)c2nc3ccccc3n2c1N1CCCC1 | 0.3 | 0.1 | -0.2 | -58 | 4 | 3.4 | 0.6 | -1.1 | 4 | -6 | -1.4
CC(C)CNC(=O)OCc1cn(Cc2ccc(F)cc2)nn1 | · | · | -0.1 | 0 | -1 | · | -2.1 | -1.0 | 2 | -10 | 0.8
COc1ccc(NC(=O)CSc2nnc(Cc3ccc(C)cc3)c(=O)n2N)cc1OC | -0.4 | -1.9 | -0.9 | -7 | 0 | 1.2 | -1.2 | -0.5 | 6 | -5 | -2.2
CCOC(=O)Cn1c(=O)c2c(nc3n2CCCCN3c2ccc(C)cc2)n(C)c1=O | 0.1 | -1.3 | 0.1 | 5 | -4 | 1.0 | -1.2 | -1.1 | 15 | 0 | -0.1
Cc1ccc(CN2CCSCC2)cc1 | -0.3 | -0.9 | 0.2 | -4 | 1 | 0.3 | -1.5 | -1.4 | -1 | 0 | 2.1
NNC(=O)Cn1c(SCc2ccccc2)nc2ccccc21 | -0.8 | -2.6 | 0.3 | 5 | 0 | 0.0 | 0.2 | -0.9 | 0 | -2 | -0.7
Cc1noc(/C=C/c2ccco2)c1S(=O)(=O)N1CCC(C(=O)NCc2ccco2)CC1 | -0.5 | -4.0 | -1.1 | -22 | 3 | -1.3 | -0.5 | -1.0 | -14 | -2 | 0.5
CC(=O)NCCC(=O)Nc1ccc(C(N)=O)cc1 | -0.5 | -1.0 | -0.2 | -2 | 2 | 0.0 | -1.4 | -1.3 | 3 | 3 | -3.1
COc1ccc(Nc2ccc([N+](=O)[O-])cc2[N+](=O)[O-])cc1 | 6.3* | -1.7 | 0.0 | -4 | 1 | 0.6 | -1.4 | -1.9 | 1 | -3 | -1.2
Cc1ccc(-c2cn(CCN)c(-c3ccncc3)n2)cc1 | 0.1 | 2.9 | 0.0 | -15 | 1 | 0.9 | 0.1 | -0.2 | 4 | -1 | 0.4
Cc1cc(C)nc(Nc2n[nH]c(-c3ccc(C(C)(C)C)cc3)n2)n1 | -0.6 | 0.6 | -0.7 | 1 | 1 | -0.8 | -1.2 | -1.1 | 7 | -2 | 0.4
COc1ccc(N(CC(=O)N/N=C/c2cccnc2)S(=O)(=O)c2ccc(C)cc2)cc1OC | 0.1 | -0.6 | 0.4 | -3 | -2 | 0.4 | 0.1 | -0.3 | -8 | -3 | 0.5
Cc1cc2c(C)nc(-c3ccccc3)nc2o1 | 1.9 | -0.3 | 1.7 | 4 | 7 | 3.3 | 1.4 | 0.2 | -1 | 0 | 2.0
CCCNC(=O)c1cc2c(c(-c3cccc(-c4cc5ccccc5o4)c3)n1)[C@H](CCO)N(C(=O)NC(C)C)C2 | · | -3.4 | -3.8 | -17 | -6 | · | -2.5 | -1.3 | -20 | -7 | -4.8
COC(=O)c1ccc(C(=O)NC2CCSc3ccccc32)cc1 (centres undefined) | 0.4 | -0.2 | 0.3 | -5 | -2 | 1.2 | 0.5 | -1.0 | 4 | -5 | -2.1
COc1ccc(CCNC(=O)CCC(=O)N2CCOc3ccc(Cl)cc32)cc1OC | 0.8 | -2.3 | -0.1 | -1 | -3 | 0.7 | -2.4 | -0.8 | 6 | 2 | 1.1
CCC(C)NC(=O)C1=CCN(S(=O)(=O)c2ccc(C)cc2)CC1 (centres undefined) | 1.1 | 0.4 | 0.6 | -4 | 3 | -1.1 | -1.6 | -1.4 | 2 | -5 | -2.8
OCCCCNc1cccc2ccccc12 | -1.2 | -3.5 | -0.6 | -385 | -1 | 1.4 | 2.5 | -0.2 | 6 | 5 | -2.2
CCCn1c(N)c(N(CCOC)C(=O)c2cccc(Cl)c2)c(=O)[nH]c1=O | -0.2 | -0.3 | 0.0 | -8 | -2 | 0.3 | 1.0 | -0.3 | 5 | 9 | 0.0
CCCN1C(=O)/C(=C/c2ccc(C)o2)SC1=Nc1ccc(OC)cc1 | 1.9 | 1.5 | -0.2 | 2 | 1 | 4.0 | -0.3 | -1.3 | -1 | 2 | -0.2
CO/N=C/c1c(-c2ccc(Cl)cc2)nc2cc(C)ccn12 | -1.7 | -0.8 | -0.5 | -35 | 1 | 2.7 | -0.8 | -1.4 | -6 | 2 | 2.3
Cc1cc(C)c(C)c(S(=O)(=O)N2CCN(c3ncnc4ccccc34)CC2)c1C | -1.0 | 1.1 | -1.8 | -41 | -5 | -0.5 | -0.9 | -1.6 | 17 | 0 | -1.9
C=CCn1c(SCc2ccc(C(=O)NCCO)cc2)nc2ccccc2c1=O | -0.3 | -1.0 | -0.8 | -7 | -3 | -1.9 | -2.2 | -1.2 | -3 | 4 | 0.0
